Screening results deposited in PubChem BioAssay by National Center for Advancing Translational Sciences (NCATS).
HCV inh = HCV inhibition; Huh7.5.1 HCVcc-Cre infection, luciferase reporter, 44 h; Potency, µM (highest dose often 41.8 µM), without a hit: top-dose activity change, negative = inhibition, hits mostly inhibitors; actives 3.4% (n = 340,000); AID 651820; note: potency is the fitted concentration of half-maximal effect; % is set by controls: 0 for no effect and ±100 for the full control effect
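Infectious HCV cell culture screen: compound-treated cells (1,000/well, pre-plated 4 h) are infected with HCVcc-Cre at roughly 0.5 moi and grown 44 h. Infection is quantified by luciferase signal after 15 min substrate incubation at room temperature.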
Shiga toxin inh = inhibitors of Shiga toxin in Vero cells; Vero cells, Shiga toxin protein synthesis inhibition reporter; AID 2315; actives 9.2% (n = 290,000); inhibition, % at 38.7 µM; in the data active = inhibition mostly above about 28%, no sharp cut-off; inactive = mostly below about 43%; note: 0% is about no effect
Cycloheximide cs = affects cycloheximide protein synthesis inhibition readout, counter-screen. cell reporter, cycloheximide protein synthesis inhibition counterscreen. max response, %. actives 12% (n = 300,000); in the data active = max response mostly above about 13%, no sharp cut-off; inactive = mostly below about 14%; note: read at 38.3 µM for the half of the compounds with a filed dose; 0% is about no effect
Pf growth 48h = P. falciparum growth inhibition at 48 hours (one generation); P. falciparum luciferase growth in erythrocytes, 48 h; Potency, µM (highest dose often 28.7 µM), for the others: at the top dose activity change, negative = inhibition, hits mostly inhibitors; actives 5.9% (n = 310,000); AID 504832; note: potency is the fitted concentration of half-maximal effect; % is set by controls: 0 for no effect and ±100 for the full control effect
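Luminescence readout; reporter = integrated firefly luciferase in P. falciparum. RBC culture at 2% hematocrit, 0.1% parasitemia final, 37 C/5% CO2; decreased signal taken as growth inhibition.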
Giardia FBPA inh = blocks Giardia fructose-bisphosphate aldolase activity. A8B2U2. purified Giardia FBPA. Potency, µM (doses to about 59.6 µM), inactives show at the top dose activity, negative = inhibition, actives largely listed as inhibitors. actives 0.71% (n = 290,000). AID 2451; note: potency is the fitted concentration of half-maximal effect; % is set by controls: 0 for no effect and ±100 for the full control effect; nearly all actives have a fitted effect of over 55% in size
Target sequence (A8B2U2 whole entry, looked up): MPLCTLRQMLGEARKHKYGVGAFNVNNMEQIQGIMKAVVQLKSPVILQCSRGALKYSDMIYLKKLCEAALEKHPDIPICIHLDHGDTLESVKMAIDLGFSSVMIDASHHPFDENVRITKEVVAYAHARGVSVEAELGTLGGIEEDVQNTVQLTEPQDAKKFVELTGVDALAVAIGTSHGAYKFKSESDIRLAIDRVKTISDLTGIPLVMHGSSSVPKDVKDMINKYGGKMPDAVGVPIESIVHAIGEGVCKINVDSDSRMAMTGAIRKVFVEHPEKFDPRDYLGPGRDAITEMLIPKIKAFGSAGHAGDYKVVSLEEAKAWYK
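40 nM FBPA preincubated 10 min at RT with compound (up to 57.5 uM final), then substrate plus GAPDH/TPI/NAD/arsenate coupling and diaphorase/resazurin added. Fluorescence read after 20 min at RT, 525/598 nm.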
Pf growth 96h = inhibits malaria parasite growth, 96 h | P. falciparum luciferase reporter growth, 96 h | Potency, µM (doses to about 28.7 µM), without a hit: at the top dose activity change, negative = inhibition, actives largely listed as inhibitors | actives 6.9% (n = 320,000) | AID 504834; note: potency is the fitted concentration of half-maximal effect; % is set by controls: 0 for no effect and ±100 for the full control effect
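Plates of compound plus infected erythrocytes (2% hematocrit, 0.05% parasitemia final) incubate 96 hours, 37 C, 5% CO2. Detection reagent added; reduced luminescence from the parasites' luciferase reporter flags inhibition.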
Starred values were filed as active, the others as inactive; u = inconclusive; x = not tested or not shown; & = joins results of further samples; [ ] = dose if it differs, or a comment. Unless noted, calls come from the whole dose curve; as a rule, active = well fitted curve in the direction sought with a large enough effect; inconclusive = small, poorly fitted or top-dose-only effect, or another doubt; inactive = no such curve, though single readings can be large; an effect the other way counts as inactive or inconclusive. Compounds were not picked by outcome; any-hit rate near 24%.

Results follow in this order: HCV inh | Shiga toxin inh | Cycloheximide cs | Pf growth 48h | Giardia FBPA inh | Pf growth 96h
> COCCN(C(=O)COC(=O)CSc1ccc(Cl)cc1)c1c(N)n(Cc2ccccc2)c(=O)[nH]c1=O
    6%[8.37 µM] | x | x | 9% | x | 3%
> COc1ccc(CN2CCOC2=O)cc1OC
    17% | -2 | -3 | 8% | -2% | 0%
> Cc1ccc(S(=O)(=O)N(Cc2ccccc2Cl)C(=O)N2CCN(C)CC2)cc1
    17% | x | x | 0% | x | 5%
> COc1ccccc1C(=O)O/N=C(\N)c1ccc(Cl)cc1
    0% | 90* | 52* | 99%[activator] | -11% | 151%[activator]
> CC(C)CCC[C@@H](C)[C@@H]1CC[C@H]2C3=CC=C4CC(O)CC[C@]4(C)[C@H]3CC[C@@]21C (some centres not stated)
    x | 17 | -4 | x | -15% | x
> CCn1c(CC(=O)Nc2cccc(Cl)c2Cl)nnc1SCCOc1ccc(OC)cc1
    -25% | -8 | -1 | x | 2% | u
> CC(O)c1nc2ccccc2n1Cc1ccc([N+](=O)[O-])cc1 (configuration not stated)
    4% | -8 | -5 | -3% | 4% | 1.9µM*
> CCOc1ccc(OCCC(=O)OCC(=O)Nc2cc(OCC)c(N3CCOCC3)cc2OCC)cc1
    u | x | x | u | x | -1%
> CC1CC(C)CN(c2ccc([N+](=O)[O-])nc2)C1 (configuration not stated)
    -13% | 28 | 17* | u | 0% | u
> CCOc1ccccc1CN1C(=O)NC(C)(c2ccccc2)C1=O (configuration not stated)
    -11% | 50 | -4 | 0% | -3% | 9.3µM*
> CCn1c(-c2cccnc2Cl)nc2ccccc21
    -9% | -7 | 7 | 6% | 0% | 3%
> CCN1CCCc2cc(CN(CCN3CCOCC3)C(=S)Nc3ccc(OC)cc3)ccc21
    3% | -12 | 9 | -11% | -10% | 5.9µM*
> CCN(c1ccc(OC)cc1)S(=O)(=O)c1ccc(-c2cc(C)no2)s1
    -20% | 13 | 1 | 0% | 16% | -18%
> CCN(CC)c1ccc(NC(=O)COC(=O)c2ccc3ccccc3n2)cc1
    12% | 20 | 15 | 28% | -10% | x
> Cn1c(=O)c2c(ncn2Cc2ccc(Cl)cc2)n(C)c1=O
    u | -17 | -3 | 0% | 1% | 7%

Next section.
Results follow in this order: HCV inh | Shiga toxin inh | Cycloheximide cs | Pf growth 48h | Giardia FBPA inh | Pf growth 96h
> COc1cc(NC(=O)c2ccccc2)c(OC)cc1NC(=O)CN1CCOCC1
    u | 28 | 2 | u | u | u
> O=C(CNC(=O)c1cccs1)c1ccc(F)cc1
    -2% | 24 | 25* | 143%[activator] | -7% | 19%
> CC(C)NC(=O)CSc1nccc(-c2cccs2)n1
    15% | 20 | 4 | 2% | 0% | 10%
> CC(=O)c1cccc(NC(=S)N2CCc3ccccc32)c1
    4% | 157* | 63* | 58%[activator] | 25µM* | 18%
> COc1cc(NC(=O)C2CCCC2)c(OC)cc1Cl
    -7% | -18 | -2 | x | 5% | 9.3µM*
> O=C(c1cccc(F)c1)n1nnc2ccccc21
    9% | 49 | -3 | 2% | 1% | x
> CC1CCCN(S(=O)(=O)c2ccc(NC(=O)C3CCN(C(=O)c4ccco4)CC3)cc2)C1 (configuration not stated)
    -29% | 17 | -6 | -21% | 10% | u
> COc1cc2oc(-c3ccc(O)cc3)cc(=O)c2c(O)c1OC
    u | 25 | 10* | -1% | -11% | 10µM*
> Cc1ccsc1/C=C1/SC(N2CC(C)OC(C)C2)=NC1=O (configuration not stated)
    u | 10 | 7 | -15% | -1% | 29%
> COc1cc(/C=N/N=C2/SCC(=O)N2c2ccc(O)cc2)ccc1O
    -18% | 8 | -2 | 31%[activator] | 8% | u
> CCCCn1c(N)c(N(CCOC)C(=O)c2ccc(Br)o2)c(=O)[nH]c1=O
    12% | x | x | 10% | x | 19%
> Cc1ccc(/C=C/c2onc(C)c2S(=O)(=O)N2CCC(C(=O)N3CCCCC3)CC2)cc1
    8% | -1 | -2 | u | -4% | -13%
> O=C(Nc1ccccc1)c1cccc2c(Br)cccc12
    -4% | -3 | 4 | -11% | 9% | 16%
> Cc1ccc2cc(CN(CCN(C)C)C(=O)Nc3ccc(Cl)cc3)c(=O)[nH]c2c1
    6.3µM* | 14 | -1 | 24% | -6% | 136%[activator]
> COc1cccc(-n2c(SC)nnc2-c2c[nH]c3ccccc23)c1
    -24% | -5 | -3 | x | -17% | 4.7µM*

Part of the list above in order of molar mass, lowest first.
Results follow in this order: HCV inh | Shiga toxin inh | Cycloheximide cs | Pf growth 48h | Giardia FBPA inh | Pf growth 96h
> O=C(c1cccc(F)c1)n1nnc2ccccc21
    9% | 49 | -3 | 2% | 1% | x
> O=C(CNC(=O)c1cccs1)c1ccc(F)cc1
    -2% | 24 | 25* | 143%[activator] | -7% | 19%
> Cc1ccc(/C=C/c2onc(C)c2S(=O)(=O)N2CCC(C(=O)N3CCCCC3)CC2)cc1
    8% | -1 | -2 | u | -4% | -13%

New compounds follow:
Results follow in this order: HCV inh | Shiga toxin inh | Cycloheximide cs | Pf growth 48h | Giardia FBPA inh | Pf growth 96h
> Cc1c(C(=O)NN2CCOCC2)nn(-c2ccc(Cl)cc2Cl)c1-c1ccc(I)cc1
    x | -11 | -1 | x | -5%&0% | x
> CCN(CC)C(=O)Cn1cc(S(=O)(=O)CC(=O)NCc2ccccc2)c2ccccc21
    21% | 11 | 3 | -18% | x | -21%
> C[n+]1ccccc1/C=C/c1c(F)cccc1F
    u | -4 | 1 | 13µM* | u | u
> CC(=O)c1ccc(OC(=O)N2CCOCC2)cc1
    6% | x | 12 | 89%[activator] | 0% | u
> COc1ccc([N+](=O)[O-])cc1NC(=O)CS(=O)(=O)c1ccc(C)cc1
    -14% | -14 | 2 | 3% | -1% | 46%[activator]
> O=C(O)CSCc1nc2cccnc2n1C1CCCCC1
    13% | 1 | 3 | -17% | -19% | -27%
> COc1ccc(CNC(=O)COC(=O)c2ccccc2OCC(=O)Nc2ccc(SC(F)F)cc2)cc1
    u | 11 | 0 | 3% | 2% | 5%
> Cc1nn(C(=O)N2CCCCC2)c(C)c1CN1C(=O)c2ccccc2C1=O
    19% | 11 | -1 | 8% | 4% | -4%
> CCc1ccccc1NC(=S)/N=C(\N)Nc1nc(C)c2cc(C)ccc2n1
    u | 11 | 3 | 2.9µM* | 0% | u
> Cc1[nH]nc(SCC(=O)NCCc2ccccc2)c1[N+](=O)[O-]
    16% | -1 | -4 | 6% | 0% | 41%[activator]
> CCOc1cc(C(=O)NCCN2CCOCC2)cc(OCC)c1OCC
    4% | 5 | 0 | -10% | 9% | 77%[activator]
> COc1ccccc1CNC(=O)COC(=O)CNS(=O)(=O)c1ccc(NC(C)=O)cc1
    4% | x | x | -22% | x | -15%
> COc1ccc(N2CCCn3c2nc2c3c(=O)n(Cc3ccc(C)cc3)c(=O)n2C)c(OC)c1
    u | 4 | 11 | 9.3µM* | -7% | 0%
> COc1cc2c(cc1OC)C(c1ccccc1O)N(C1CC(=O)N(c3ccccc3)C1=O)CC2 (configuration not stated)
    -3% | -13 | -1 | -27% | -4% | x
> Nc1nnc(SCc2ccc(F)cc2Cl)s1
    u | 47* | 31* | 26% | -16% | x

Continued:
Results follow in this order: HCV inh | Shiga toxin inh | Cycloheximide cs | Pf growth 48h | Giardia FBPA inh | Pf growth 96h
> O=C(NCCc1ccccc1)c1ccc(CS(=O)(=O)c2ccc(Br)cc2)o1
    29% | -3 | 13 | -7% | x | 4.1µM*
> O=C(CCCN1C(=O)/C(=C\c2cccs2)SC1=S)Nc1ccc(C(=O)O)cc1
    25% | -8 | -6 | -8% | 12% | u
> CN(C)CCN(C(=O)COc1ccc(Cl)cc1)c1nc2cc3c(cc2s1)OCO3
    7% | -2 | 22* | 53%[activator] | -21% | u
> CN(C)CCc1nn[nH]n1
    14% | 15 | -5 | 2% | -27% | 2%
> CCOc1ccccc1OCCCC(=O)N(CC)CC(=O)Nc1ccc(NC(C)=O)cc1
    -6% | x | x | -6% | x | 10%
> O=C(CCN1CCN(c2ccccc2)CC1)Nc1ccc(OCc2ccccc2)cc1
    2% | -20 | -4 | x | 3% | u
> O=C(CN1CCN(C(=O)c2ccco2)CC1)Nc1cc(Cl)ccc1Cl
    -17% | -13 | 2 | 1µM* | 0% | 35%[activator]
> CCCOC(=O)C1[C@H]2C(=O)N(C(C)c3ccc(OC)cc3)C[C@]23C=C[C@H]1O3 (some centres not stated)
    -23% | 28 | -6 | -8% | 0% | 3%
> CCOC(=O)N1CCN(Cc2nc3cc(NC(=O)CC(C)C)ccc3n2CC)CC1
    -24% | -2 | 4 | u | -1% | 48%[activator]
> CC(C(=O)Nc1ccccc1-c1ccccc1)N1CCOCC1 (configuration not stated)
    -1% | -6 | -3 | 1% | -1% | u
> COc1ccc(/C=C/C(=O)Nc2cc(C(F)(F)F)ccc2Cl)cc1
    -8% | -11 | 1 | -6% | 4% | u
> COCCNC(=S)NC1CC2CCCC(C1)N2Cc1cccs1 (configuration not stated)
    11% | -12 | 11 | u | 5% | u
> COCCn1c(-c2ccc(OC)c(OC)c2)nc2ccccc21
    18% | 1 | 18* | 25% | -9% | x
> CCN1CCN(C(CNS(=O)(=O)c2ccc(Cl)cc2)c2cccnc2)CC1 (configuration not stated)
    x | 10 | -4 | -30% | 0% | -16%
> CC/C(=C/c1sc2ccc(C)cc2[n+]1CCO)SC
    -30% | -3 | 1 | 0% | -22% | 17%

The list goes on.
Results follow in this order: HCV inh | Shiga toxin inh | Cycloheximide cs | Pf growth 48h | Giardia FBPA inh | Pf growth 96h
> Brc1ccc(/C=N/n2cnnc2)s1
    6% | 31 | -1 | 8% | 3% | 0%
> Cc1cc(NC(=O)c2cc3ccccc3oc2=O)no1
    23% | 12 | -3 | -5% | 0% | 34%[activator]
> CCCNC(=O)c1cc(S(=O)(=O)N2CCc3ccccc32)ccc1F
    10% | 13 | 2 | u | 0% | 50%[activator]
> COc1cc([C@@H]2[C@H]3CN(C)CC=C3C(C#N)=C(N)C2(C#N)C#N)cc2c1OCO2
    u | 2 | -2 | -11% | -27% | 0%
> CCOC(=O)C1SC2(C(F)(F)C(F)F)CC1(O)c1c(c(OC)c3occc3c1OC)O2 (configuration not stated)
    16% | -13 | -2 | -5% | -4% | 86%[activator]
> O=C(Nc1ccccc1)Nc1cccc(-c2cn3cccnc3n2)c1
    u | -4 | -3 | 0% | -1% | 33%[activator]
> Cc1ccc(S(=O)(=O)N(C)c2cc(S(=O)(=O)N3CCOCC3)c(C)cc2C)cc1
    -26% | -4 | -2 | -17% | 2% | u
> Cc1ccc(P(=O)(O)c2ccc(C)cc2)cc1
    16% | -3 | -7 | u | 12% | u
> [O-]/C(=C(\C(=S)Nc1cccc2ccccc12)[n+]1ccccc1)c1ccc(OC(F)F)cc1
    -19% | -5 | 10 | u | 22µM* | 15µM*
> CCNc1nc(NC(C)C)nc(NS(=O)(=O)c2ccc(N)cc2)n1
    0% | -9 | -1 | 19% | -7% | x
> O=C(NCC(=O)N(c1cccc(F)c1)C(C(=O)NC1CCCC1)c1ccco1)c1ccco1 (configuration not stated)
    -8% | -11 | -4 | 1% | 0% | -22%
> COc1ccc(S(=O)(=O)Nc2ccc(Cl)cn2)c(C)c1C
    -11% | -15 | -1 | 27% | 11% | u
> CCCc1cc(-c2ccc3c(c2)COc2c4ccccc4nn2-3)on1
    u | x | x | 148%[activator] | x | 224%[activator]
> CN(C)C(=S)Oc1ccccc1-c1ccccc1OC(=S)N(C)C
    u | -9 | 1 | -16% | -8% | u
> Cc1ccc(/C(=N\O)c2oc3c(C)c4oc(=O)cc(C)c4cc3c2C)cc1
    5.6µM* | 21 | -3 | u | -5% | 9.3µM*
> CC(C)CC(=O)Nc1c2c(nn1-c1cccc(Cl)c1)CS(=O)(=O)C2
    13% | -5 | -3 | -3% | 5% | 1%
